Compound activity (PubChem BioAssay)
p47phox inh = inhibitors of human p47phox binding; P14598; p47phox/p22phox peptide binding, fluorescence polarization, 2 h; inhibition, % at 24.7 µM; 0.53% of 220,000 active; AID 1274;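 active means inhibition above about 30%, limit read from the data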;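 further: 0% = p47phox with labelled peptide and 100% = labelled peptide alone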
Target sequence (P14598 whole entry, looked up): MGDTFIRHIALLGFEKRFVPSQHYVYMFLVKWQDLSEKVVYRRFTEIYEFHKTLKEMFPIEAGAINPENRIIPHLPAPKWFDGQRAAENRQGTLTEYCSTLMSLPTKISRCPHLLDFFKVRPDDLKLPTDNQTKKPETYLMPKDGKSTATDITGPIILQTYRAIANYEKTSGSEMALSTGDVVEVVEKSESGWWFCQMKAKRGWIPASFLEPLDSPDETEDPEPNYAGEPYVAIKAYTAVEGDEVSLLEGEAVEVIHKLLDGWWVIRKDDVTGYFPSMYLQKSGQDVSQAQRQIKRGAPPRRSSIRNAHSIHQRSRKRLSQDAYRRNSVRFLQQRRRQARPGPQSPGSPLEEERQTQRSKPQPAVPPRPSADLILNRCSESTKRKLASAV
Runt-SMMHC FRET = blocks binding of human RUNX1 Runt domain to CBFb-SMMHC; Cerulean-Runt/Venus-CBFb-SMMHC FRET ratio 530/480, 1 h; inhibition, % at 20 µM; 0.74% of 220,000 active;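 active means mean inhibition across duplicate retests at 20 µM reaching about 50%, limit read from the data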;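 further: 0% = DMSO wells and 100% = wells with excess untagged CBFb-SMMHC; inhibitors lower the FRET ratio by blocking Runt binding to CBFb-SMMHC; some results filed as inactive read as strong as hits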
14-3-3 Bad inh = disrupts binding of bovine 14-3-3 zeta to phospho-Bad peptide | P63103 | TR-FRET 14-3-3zeta/Dy647-pBad peptide displacement, 1 h | inhibition, % at 21.7 µM | 0.71% of 220,000 active | AID 781;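 active means inhibition above about 70%, limit read from the data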;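 further: 0% = full 14-3-3 plus peptide FRET controls and 100% = background without 14-3-3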
Target sequence (P63103 whole entry, looked up): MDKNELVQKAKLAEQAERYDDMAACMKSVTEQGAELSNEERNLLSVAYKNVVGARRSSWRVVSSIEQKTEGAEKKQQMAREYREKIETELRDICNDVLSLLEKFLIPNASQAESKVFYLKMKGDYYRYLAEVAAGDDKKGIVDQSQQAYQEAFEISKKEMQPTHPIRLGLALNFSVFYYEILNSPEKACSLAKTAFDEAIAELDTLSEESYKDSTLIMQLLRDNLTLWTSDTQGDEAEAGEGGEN
L929 necroptosis = L929 zVAD cell death inhibition | 0.38% of 220,000 active | viability rescue, % at 10 µM | AID 1377 | L929 zVAD necroptosis rescue, ATP luminescence, 24 h; with zVAD 60 µM;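 active means activation, scaled between plate controls, above about 75%, limit read from the data; inactive means activation under that limit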;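 further: 0% = zVAD with DMSO and 100% = DMSO alone without zVAD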
Tb hexokinase = T. brucei hexokinase 1 inhibition | recombinant TbHK1, G6PDH-coupled NADH A340 | inhibition, % at 10 µM | 0.11% of 220,000 active;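 active means inhibition of 50% or more in the single-dose primary screen; inactive means inhibition below 50%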
Hck-Nef inh = inhibitors of human Hck kinase activated by Nef | Recombinant Hck-YEEI plus Nef, Z-Lyte FRET kinase assay | 0.68% of 220,000 active | P08631 | inhibition, % at 20 µM;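 active means Hck-Nef kinase inhibition above about 50%, limit read from the data; inactive means inhibition below that limit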;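 further: 0% = DMSO with Hck plus Nef and 100% = Hck alone without Nef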
Runt-CBFb FRET = Runt domain-CBFb interaction inhibition | Q01196+Q13951 | Cerulean-Runt/Venus-CBFb FRET ratio 530/480, 1 h | inhibition, % at 20 µM | 0.46% of 220,000 active | AID 1496;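 active means inhibition over about 50% at 20 µM in the single-dose screen, limit read from the data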;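 further: 0% = DMSO wells and 100% = excess unlabeled CBFb competitor control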
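Measured by: fluorescence energy transfer, 422 nm excitation, 530/480 nm emission; test system: Cerulean-tagged RUNX1 Runt domain (FRET donor) fusion protein; buffer or medium: Tris pH 7.5 buffer with BSA; compound: one dose, 20 µM compound, 1% DMSO; times: two 1 h room-temperature incubations shielded from light; benchmarks: unlabeled CBFb 5 µM, positive control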
MDM2 E3 inh = blocks human Mdm2 ubiquitin ligase activity. 0.11% of 210,000 active. AID 1230. Q00987. cell-based MDM2 ubiquitination luciferase reporter, 2 h; 0 = plate control, 100 = twice control, blank-subtracted. signal enhancement, % at 5 µM;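 active means signal enhancement of 30% or more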;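 further: luminescence tracks abundance of the self-degrading MDM2-luciferase fusion protein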
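Test system: stable mammalian line carrying autodegrading MDM2–luciferase fusion reporter; quantity: 2000 cells in each well; times: 4 h cell settling then 2 h compound exposure, 37 °C; detection: luminescence with SteadyLite reagent, 15 min at room temperature; evaluation: percent signal gain over controls, blank-subtracted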
EBV gp42 block = EBV gp42 inhibition. Q1HVG2. inhibition, % (tested at 21.74 µM). 0.42% of 220,000 active. AID 1085. Fluorescence polarization binding assay, mP read-out; in the data active means inhibition above about 50%
Target sequence (Q1HVG2 whole entry, looked up): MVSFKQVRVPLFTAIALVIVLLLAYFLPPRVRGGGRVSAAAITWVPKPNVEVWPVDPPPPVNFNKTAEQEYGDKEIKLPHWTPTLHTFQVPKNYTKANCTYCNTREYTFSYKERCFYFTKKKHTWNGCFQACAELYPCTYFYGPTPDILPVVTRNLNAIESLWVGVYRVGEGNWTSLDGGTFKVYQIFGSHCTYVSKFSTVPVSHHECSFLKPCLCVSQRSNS
Numbers without * were called inactive; . = no result given; & = joins results of further samples; [ ] = remark or other dose.

A first look, 8 compounds:
| nr | Structure | p47phox inh | Runt-SMMHC FRET | 14-3-3 Bad inh | L929 necroptosis | Tb hexokinase |
| --- | --- | --- | --- | --- | --- | --- |
| 1 | CN1[C@@H](CC(=O)c2ccccc2)CCC[C@H]1C[C@H](O)c1ccccc1 | -5.8&-3.6 | 3.3&2.7 | 0.6&8.5 | 0.1 | 4.3 |
| 2 | Oc1cccc(C=NCc2ccccc2)c1 | 1.8 | 1.0 | -11.2[fluorescence artefact?] | 0.1 | -9.2 |
| 3 | Cc1cccc(N2CCN(C(=O)c3cc4n(n3)C(C(F)(F)F)CC(c3ccco3)N4)CC2)c1C (stereo not given) | -13.7 | -5.4 | 10.6 | 1.4 | -6.8 |
| 4 | Cn1ccnc1C(=O)c1cc(=O)c2ccccc2o1 | -3.8 | 2.7 | 3.6 | 0.5 | -10.4 |
| 5 | O=C(CSc1nc2ccccc2c(=O)n1-c1ccccc1)NC(=O)CN1CCCC1=O | 10.7 | 1.9 | 5.3 | 0.0 | -1.9 |
| 6 | CCCN(CCC)S(=O)(=O)c1ccc(C(=O)OCCN2C(=O)c3cccc4c(N5CCOCC5)ccc(c34)C2=O)cc1 | -82.5 | -31.0 | 1.4 | . | -2.5 |
| 7 | CCN(C(=O)CN1CCN(c2ccccc2)CC1)c1c(N)n(Cc2ccccc2)c(=O)[nH]c1=O | -6.3 | -51.4 | -10.3 | 0.7 | 3.2 |
| 8 | CC1(c2ccccc2)CC(C)(C)N2C(=O)C(=O)c3cccc1c32 (stereo not given) | 4.4 | -8.2 | 1.1 | 0.3 | -4.2 |

| nr | Hck-Nef inh | Runt-CBFb FRET | MDM2 E3 inh | EBV gp42 block |
| --- | --- | --- | --- | --- |
| 1 | -1.9 | -0.6&0.6 | . | -13.2&-7.5 |
| 2 | 3.9 | -0.6 | -12.5 | -17.2 |
| 3 | 2.6 | -11.1 | -3.0 | 1.1 |
| 4 | 0.4 | 0.6 | -13.4 | -17.2 |
| 5 | 14.3 | 2.4 | -8.8 | 13.1 |
| 6 | -12.1 | -322.2 | -7.2 | 134.7* |
| 7 | 5.4 | 4.1 | 3.4 | -10.8 |
| 8 | 22.0 | -2.4 | 3.2 | 1.4 |

The list itself, from the start:
| nr | Structure | p47phox inh | Runt-SMMHC FRET | 14-3-3 Bad inh | L929 necroptosis | Tb hexokinase |
| --- | --- | --- | --- | --- | --- | --- |
| 1 | CN1[C@@H](CC(=O)c2ccccc2)CCC[C@H]1C[C@H](O)c1ccccc1 | -5.8&-3.6 | 3.3&2.7 | 0.6&8.5 | 0.1 | 4.3 |
| 2 | Oc1cccc(C=NCc2ccccc2)c1 | 1.8 | 1.0 | -11.2[fluorescence artefact?] | 0.1 | -9.2 |
| 3 | Cc1cccc(N2CCN(C(=O)c3cc4n(n3)C(C(F)(F)F)CC(c3ccco3)N4)CC2)c1C (stereo not given) | -13.7 | -5.4 | 10.6 | 1.4 | -6.8 |
| 4 | Cn1ccnc1C(=O)c1cc(=O)c2ccccc2o1 | -3.8 | 2.7 | 3.6 | 0.5 | -10.4 |
| 5 | O=C(CSc1nc2ccccc2c(=O)n1-c1ccccc1)NC(=O)CN1CCCC1=O | 10.7 | 1.9 | 5.3 | 0.0 | -1.9 |
| 6 | CCCN(CCC)S(=O)(=O)c1ccc(C(=O)OCCN2C(=O)c3cccc4c(N5CCOCC5)ccc(c34)C2=O)cc1 | -82.5 | -31.0 | 1.4 | . | -2.5 |
| 7 | CCN(C(=O)CN1CCN(c2ccccc2)CC1)c1c(N)n(Cc2ccccc2)c(=O)[nH]c1=O | -6.3 | -51.4 | -10.3 | 0.7 | 3.2 |
| 8 | CC1(c2ccccc2)CC(C)(C)N2C(=O)C(=O)c3cccc1c32 (stereo not given) | 4.4 | -8.2 | 1.1 | 0.3 | -4.2 |

| nr | Hck-Nef inh | Runt-CBFb FRET | MDM2 E3 inh | EBV gp42 block |
| --- | --- | --- | --- | --- |
| 1 | -1.9 | -0.6&0.6 | . | -13.2&-7.5 |
| 2 | 3.9 | -0.6 | -12.5 | -17.2 |
| 3 | 2.6 | -11.1 | -3.0 | 1.1 |
| 4 | 0.4 | 0.6 | -13.4 | -17.2 |
| 5 | 14.3 | 2.4 | -8.8 | 13.1 |
| 6 | -12.1 | -322.2 | -7.2 | 134.7* |
| 7 | 5.4 | 4.1 | 3.4 | -10.8 |
| 8 | 22.0 | -2.4 | 3.2 | 1.4 |

Later entries:
| nr | Structure | p47phox inh | Runt-SMMHC FRET | 14-3-3 Bad inh | L929 necroptosis | Tb hexokinase |
| --- | --- | --- | --- | --- | --- | --- |
| 9 | CCOC(=O)N1CCN(C(=O)c2cn(CC)c3ccc(S(=O)(=O)N4CCC(C)CC4)cc3c2=O)CC1 | 5.5 | -5.4 | 6.8 | 0.9 | -22.2 |
| 10 | C=CCn1cc(-c2cccc(Cl)c2)cc(C#N)c1=O | 3.2 | 2.1 | -3.7 | 0.3 | -17.4 |
| 11 | Cc1cc(C)c(NC(=O)CSc2nnc(-c3ccccn3)n2N)c(Cl)c1 | -11.1 | 3.3 | -1.6 | 1.1 | -2.9 |
| 12 | O=C(CSc1cn(CC(=O)N2CCCCC2)c2ccccc12)NCC1CCCO1 (stereo not given) | -3.7 | 2.1 | -1.4 | 0.1 | 4.1 |
| 13 | Cc1nc(C(=O)NCc2ccccc2)sc1C1(C)CC(c2ccccc2)=NO1 (stereo not given) | -4.8 | -0.9 | 0.8 | 0.0 | -0.2 |
| 14 | N#CC1=C(N)Oc2n[nH]c(-c3cccs3)c2C1c1ccco1 (stereo not given) | -212.9 | 8.3 | -0.2 | -0.3 | -13.4 |
| 15 | CCOC(=O)C1CCN(c2cc(=O)n(C3CCCCC3)c(=O)[nH]2)CC1 | -11.4 | 3.1 | -13.0 | 0.2 | 1.7 |
| 16 | CC1S/C(=C(\C#N)C(=O)NCc2ccco2)N(Cc2ccco2)C1=O (stereo not given) | -16.7 | -2.2 | 6.4 | 0.6 | -2.4 |

| nr | Hck-Nef inh | Runt-CBFb FRET | MDM2 E3 inh | EBV gp42 block |
| --- | --- | --- | --- | --- |
| 9 | 22.9 | -1.1 | -9.9 | -1.0 |
| 10 | -1.7 | 1.5 | -12.6 | 29.4 |
| 11 | 16.8 | 20.6 | -2.7 | -29.2 |
| 12 | 20.4 | 0.9 | -6.1 | -2.7 |
| 13 | 15.7 | 3.6 | 8.1 | -5.9 |
| 14 | 11.3 | 7.0 | 4.4 | -90.7 |
| 15 | 0.4 | -1.5 | -1.6 | 5.5 |
| 16 | 2.7 | 10.2 | -17.5 | -0.3 |

2 entries from above, in transposed form.
[13] Cc1nc(C(=O)NCc2ccccc2)sc1C1(C)CC(c2ccccc2)=NO1 (stereo not given)
[15] CCOC(=O)C1CCN(c2cc(=O)n(C3CCCCC3)c(=O)[nH]2)CC1

compound no.	13	15
p47phox inh	-4.8	-11.4
Runt-SMMHC FRET	-0.9	3.1
14-3-3 Bad inh	0.8	-13.0
L929 necroptosis	0.0	0.2
Tb hexokinase	-0.2	1.7
Hck-Nef inh	15.7	0.4
Runt-CBFb FRET	3.6	-1.5
MDM2 E3 inh	8.1	-1.6
EBV gp42 block	-5.9	5.5

(cont.)
| nr | Structure | p47phox inh | Runt-SMMHC FRET | 14-3-3 Bad inh | L929 necroptosis | Tb hexokinase |
| --- | --- | --- | --- | --- | --- | --- |
| 17 | N#Cc1cccc(C#N)c1Oc1ccc(S(=O)(=O)Nc2ccc(Cl)cc2)cc1 | -10.2 | -1.1 | 10.1 | -0.8 | 29.6 |
| 18 | O=C(NCc1cccnc1)c1ccc(N2CCOCC2)c([N+](=O)[O-])c1 | -5.4 | -1.5 | 5.0 | 0.6 | 1.7 |
| 19 | NNC(=O)c1ccc(OCC2CC(c3ccc(Cl)cc3)=NO2)cc1 (stereo not given) | 0.4 | 2.0 | 0.2 | 0.3 | 1.6 |
| 20 | COc1cc2c(cc1OC)C[N+](C)(C)CC2 | -1.9 | 10.1 | 7.6 | 0.6 | 0.0 |
| 21 | CC(C)(C)c1ccc(C(=O)NNC(=O)C(=O)N2CCCCC2)cc1 | 7.8 | -4.8 | -6.1 | 0.1 | 4.7 |

| nr | Hck-Nef inh | Runt-CBFb FRET | MDM2 E3 inh | EBV gp42 block |
| --- | --- | --- | --- | --- |
| 17 | 4.8 | 0.0 | 2.2 | -4.7 |
| 18 | -5.0 | 0.6 | 1.1 | -10.3 |
| 19 | -1.4 | 0.1 | -8.4 | -2.1 |
| 20 | -6.1 | -6.6 | -6.8 | -43.7 |
| 21 | 1.9 | -0.4 | -8.5 | 2.3 |
